AID inh: Primary qHTS assay for inhibitors of Activation Induced Cytidine Deaminase (AID): AID signal | Potency, µM (titrated, usually from 115 µM), for inactives: top-dose activity change, negative = inhibition, most hits filed as inhibitors | 91,000 compounds, 0.32% hits | AID deamination FRET fluorescence, UDG-coupled, 4 h | AID 1347428, 2020; also: nearly all actives have a fitted effect of over 25% in size
Target sequence (Q9GZX7 whole entry, looked up): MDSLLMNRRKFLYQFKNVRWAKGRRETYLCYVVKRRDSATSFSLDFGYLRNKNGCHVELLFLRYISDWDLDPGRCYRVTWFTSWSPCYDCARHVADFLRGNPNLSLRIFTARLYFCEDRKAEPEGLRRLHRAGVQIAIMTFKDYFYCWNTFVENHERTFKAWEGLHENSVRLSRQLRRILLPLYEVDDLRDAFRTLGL
UDG counterscr: Primary qHTS assay for inhibitors of Activation Induced Cytidine Deaminase (AID): UDG Counterscreen signal; FRET deamination/UDG coupled assay, UDG read, 4 h; Potency, µM (highest dose often 115 µM), without a hit: at the top dose activity change, negative = inhibition, actives largely listed as inhibitors; 91,000 compounds, 0.14% hits; also: nearly all actives have a fitted effect of over 65% in size
* = called active by the depositor; ? = inconclusive; [ ] = dose if it differs, or a comment. Calls follow the shape of the dose curve; as a rule, active = well fitted curve in the direction sought with a large enough effect; inconclusive = small, poorly fitted or top-dose-only effect, or another doubt; inactive = no such curve, though single readings can be large; an effect the other way counts as inactive or inconclusive. % is scaled to controls: 0 for no effect and ±100 for the full control effect; potency is read from the fitted curve at half-maximal effect.

SMILES | AID inh | UDG counterscr
Cc1ccc(Nc2ncnc(N)c2[N+](=O)[O-])cc1Cl | -4% | -4%
Cc1ccc(C2CC(=O)NC3=C2C(=O)CC(C)(C)C3)cc1 (configuration not stated) | -5% | -4%
CC1CCN(S(=O)(=O)c2ccc3nc(N4CCN(c5ccccc5F)CC4)ccc3c2)CC1 | -6% | ?
Nc1ccc(-c2cn[nH]c2)cc1 | 31%[activator] | -28%
CCCCCc1ccc(C(C)=O)cc1 | -4% | 2%
C=CCNc1nc(-c2cccnc2)nc2ccccc12 | 8% | -3%
O=S(=O)(c1ccc2nc(N3CCN(c4ccc(F)cc4)CC3)ccc2c1)N1CCCC1 | 3% | -4%
COc1cccc2cc(-c3nc(-c4ccc(Cl)cc4)no3)c(=O)oc12 | 5% | -7%
CC(=O)N1CCN(S(=O)(=O)c2ccc(C(=O)NCc3ccc(OCC(F)(F)F)cc3)cc2)CC1 | 2% | 0%
CC(C#N)OC(=O)c1ccccc1C(=O)c1cccs1 (configuration not stated) | 2% | -2%
O=C(NCc1ccncc1)c1cc(-c2ccccc2Cl)nc2ccccc12 | -13% | -2%
O=C(COC(=O)c1cc(=O)c2ccccc2o1)c1ccc(Cl)cc1 | -3% | 3%
COc1cc2c(cc1OC)C1=CC3(C(=O)Nc4c(C)cccc43)C(C#N)=C(N)N1CC2 (configuration not stated) | 21% | 8%
COc1ccc(Br)cc1CNC(=O)C1CCCCN1S(=O)(=O)c1ccc(F)cc1 (configuration not stated) | -6% | -13%
Cc1ccccc1NC(=O)C(C#N)C(=O)/C=C/c1ccccc1 (configuration not stated) | -23% | -1%
CCOC(=O)c1ccc(-c2ccc(/C=C(\C#N)C(=O)Nc3cccc(C)c3)o2)cc1 | 4% | -3%
Cc1nn(C)c(C)c1NC(=O)c1cc2sccc2n1Cc1ccccc1 | 0% | 10%
COc1ccc(N(C)C(=O)c2cn(C)c(=O)c3cc(OC)c(OC)cc23)cc1 | -2% | -6%
O=C(NC1CCN(Cc2ccccc2)C1)c1c[nH]c2ccccc12 (configuration not stated) | 1% | -6%
Cc1cccc(N2CCN(C(=O)c3oc(=O)c4ccccc4c3-c3ccccc3)CC2)c1C | 11% | -2%
CCOc1ccc(CNC(=O)CSc2c3c(nc4ccc(Cl)cc24)CCCC3)cc1 | -9% | 1%[57.5 µM]
CCCn1c(=O)[nH]c(=O)c2c(C(=O)O)cc(C(C)C)nc21 | 5% | -2%
CCN1C(=O)c2ccccc2Sc2ccc(NC(=O)Nc3ccc(C(C)=O)cc3)cc21 | 9% | -12%[57.5 µM]
COc1ccc(N2CC(NC(=O)c3ccco3)CC2=O)cc1OC (configuration not stated) | 22% | -2%
CCN1C(=O)c2ccccc2Sc2ccc(NC(=O)c3ccc(C)c(F)c3)cc21 | 15%[57.5 µM] | -9%[57.5 µM]
CCn1cc(S(=O)(=O)N2CCCC2C(=O)O)c(C)n1 (configuration not stated) | 2% | 7%
CCOc1ccc(C2C(C(=O)Nc3ccc(Cl)cc3)=C(C)Nc3nc(C(F)(F)F)nn32)cc1 (configuration not stated) | 7% | 2%
CCONC(=O)NCc1ccc2cc(OC)ccc2c1 | -2% | -1%
Cc1ccc(N=C/C(=C/Nc2ccc(C)cc2)[N+](=O)[O-])cc1 | 5% | -4%
O=S(=O)(Nc1ccc(Cl)cc1)c1ccc(NS(=O)(=O)c2ccc3c(c2)OCCO3)cc1 | -4% | 1%
O=C(COc1ccc2ccccc2c1)NC1CC(=O)N(c2cccc(F)c2)C1 (configuration not stated) | 7% | -4%
c1csc(-c2nc(-c3ccc4c(c3)OCCCO4)cs2)c1 | -7% | -9%
COC(=O)Cc1c(C)c2ccc(O)c(C)c2oc1=O | -5% | 3%
Cc1cccc(-c2nc(SCC(=O)Nc3ccc4c(c3)OCO4)c(-c3ccccc3)[nH]2)c1 | -1% | -10%
COc1ccc(S(=O)(=O)NCCO)cc1C | 4% | 11%
COc1ccc(-c2cc3ccc(O)c(CN4CCCCC4C)c3oc2=O)cc1OC (configuration not stated) | -1% | 5%
Cc1nc2ccccc2n1CCc1nc2c3ccccc3nc(SCc3ccccc3F)n2n1 | 8% | 8%
CC(C)c1ccccc1NC(=O)c1cccs1 | -4% | 3%
CN(C)N1C(N)=C(C#N)C(c2ccc(F)cc2)C2=C1CC(C)(C)CC2=O (configuration not stated) | 0% | 2%
Cc1nc(-c2cccs2)c(CC(=O)NCCc2ccccc2F)s1 | -3% | -2%
OC(CC#CCN1CCOCC1)(c1ccccc1)C1CCCC1 (configuration not stated) | 2% | 7%
COc1cc2c(=O)c(C(=O)c3ccc(C)c(C)c3)cn(Cc3ccccc3F)c2cc1OC | ? | 7%
CCCCN(CC)c1ncnc2c1sc1nc(N3CCOCC3)c3c(c12)CCCC3 | -1% | -14%
CCc1cc(=O)oc2cc(C)cc(OCC(=O)NCCCn3ccnc3)c12 | -2% | 1%
O=C(NCC(c1cccnc1)N1CCc2ccccc2C1)C(=O)Nc1ccc(F)cc1F (configuration not stated) | 7% | 22%
CCOC(=O)c1c(S(=O)(=O)N2CCCC(C(=O)NCc3ccccc3OC)C2)c(C)n(C)c1C (configuration not stated) | 9% | 1%
O=C(Nc1cccc(C(F)(F)F)c1)C1CCCN(S(=O)(=O)c2cccc3nonc23)C1 (configuration not stated) | 12% | 3%
CC(C)C(=O)Nc1ccc2nc(SCC(=O)N3CCc4ccccc43)sc2c1 | 10% | ?
N#Cc1ccc(OCCOc2cccc(C#N)c2)cc1 | -2% | 0%
Cc1ccc(S(=O)(=O)c2cn(CC(=O)Nc3ccc4c(c3)OCO4)c3ccccc3c2=O)cc1C | 11% | 1%
CCN1CCN(Cc2c(O)ccc3c(=O)c(Oc4ccccc4Cl)c(C(F)(F)F)oc23)CC1 | 4% | -5%
COc1ccccc1-n1c(=O)c2c3c(sc2n(Cc2ccccc2F)c1=O)CN(C(C)=O)CC3 | ? | ?
Cc1ccc(C)c(Cn2c(=O)cc(C)c3c(C)nn(-c4cccc(F)c4)c32)c1 | 3% | -2%
CN(CC(=O)NC(C)(C)C)C(=O)/C=C/c1ccc(C#N)cc1 | 0% | -1%
COc1cc(OC)cc(-c2nc3n(n2)C(c2ccccc2)C(C(N)=O)=C(C)N3)c1 (configuration not stated) | -4% | 2%
COc1ccc(Nc2c3c(nc4ccc(NC(=O)/C=C/c5cc(OC)c(OC)c(OC)c5)cc24)CCCC3)cc1OC | ? | -12%
CCOC(=O)C1C(C)=C/C(=N\O)CC1C(C)C (configuration not stated) | 7% | 14%
CC(C)Oc1ccc(/C(O)=C2\C(=O)C(=O)N(c3nccs3)C2c2cccc(Br)c2)cc1 (configuration not stated) | ? | 3%
CCc1cc(CC)c(CO)c(CC)c1/C=N/O | -4% | -4%
COc1ccccc1NC(=O)c1c(NC(=O)c2ccco2)sc2c1CCC(C(C)(C)C)C2 (configuration not stated) | 0% | -4%
Later entries.
SMILES | AID inh | UDG counterscr
CCOCCCNC(=O)c1ccccc1Sc1ccccc1C#N | -10% | -1%
CCCCCn1c(=O)[nH]c2cc(C(=O)NCCN(C)CCCC)ccc2c1=O | 4% | -4%
O=C(O)COCCN1CCN(C(c2ccccc2)c2ccc(Cl)cc2)CC1 (configuration not stated) | 3% | 2%
COc1ccccc1NC(=O)C(=O)NCC(c1ccc2c(c1)OCO2)N1CCOCC1 (configuration not stated) | 6% | 1%
CCCOc1ccc(/C(O)=C2\C(=O)C(=O)N(c3cc(C)on3)C2c2ccc(O)c(OCC)c2)cc1 (configuration not stated) | 7% | 0%
CN(C)S(=O)(=O)N(CC(=O)NCCSCc1cccc(Cl)c1)c1ccccc1 | ? | -16%
Cc1ccc(/C=C/c2nc3ccccc3n2S(=O)(=O)c2ccc(Br)cc2)cc1 | 20% | 3%[57.5 µM]
Cc1ccc(N2CCN(S(=O)(=O)c3cc(Br)cc4c3N(C(=O)C3CC3)CC4)CC2C)cc1 (configuration not stated) | 7% | -4%
Cc1c(CCC(=O)N2CCCC2)c(=O)oc2c(C)c(O)ccc12 | -8% | -2%
Cc1ccc(Cl)cc1N1CCN(C(=O)c2cn(C)c3ccc(S(=O)(=O)N4CCCC4)cc3c2=O)CC1 | 5%[57.5 µM] | -2%[57.5 µM]
CCCc1cc(C(=O)Nc2ccccc2SC)cs1 | -8% | -6%
CCc1nc2ccc(C(=O)Nc3cc(C)ccn3)cc2nc1CC | 11% | -13%
CC(C)c1ccc2occ(CC(=O)Nc3ccccc3Cl)c2c1 | -23% | -2%
CCS(=O)(=O)Nc1ccc(-c2cn3c(C)csc3n2)cc1 | 7% | -5%
Cc1ccc2c(=O)cc(C(=O)NCC(c3ccco3)N3CCOCC3)oc2c1 (configuration not stated) | -8% | -10%
CCCc1oc2ccc(NS(=O)(=O)c3ccc(OCC)cc3)cc2c1C(=O)OCC | -22% | -11%
CC(CCc1ccccc1)NC(=O)NCc1ccncc1 (configuration not stated) | -8% | -3%
CCCCN(C)CCCNC(=O)Cn1ncc2c3ccccc3n(Cc3cc(C)ccc3C)c2c1=O | ? | -3%
COc1ccc(CNC(=O)c2scnc2C)cc1OC | -1% | -18%
Clc1cccc(-n2ncc3c(N4CCN(Cc5ccccc5)CC4)ncnc32)c1 | -3% | 4%

14 entries from above, with tabs:
molecule	AID inh	UDG counterscr
Cc1ccc(Nc2ncnc(N)c2[N+](=O)[O-])cc1Cl	-4%	-4%
Cc1ccc(C2CC(=O)NC3=C2C(=O)CC(C)(C)C3)cc1 (configuration not stated)	-5%	-4%
CC1CCN(S(=O)(=O)c2ccc3nc(N4CCN(c5ccccc5F)CC4)ccc3c2)CC1	-6%	?
Nc1ccc(-c2cn[nH]c2)cc1	31%[activator]	-28%
CCCCCc1ccc(C(C)=O)cc1	-4%	2%
C=CCNc1nc(-c2cccnc2)nc2ccccc12	8%	-3%
O=S(=O)(c1ccc2nc(N3CCN(c4ccc(F)cc4)CC3)ccc2c1)N1CCCC1	3%	-4%
COc1cccc2cc(-c3nc(-c4ccc(Cl)cc4)no3)c(=O)oc12	5%	-7%
CC(=O)N1CCN(S(=O)(=O)c2ccc(C(=O)NCc3ccc(OCC(F)(F)F)cc3)cc2)CC1	2%	0%
CC(C#N)OC(=O)c1ccccc1C(=O)c1cccs1 (configuration not stated)	2%	-2%
O=C(NCc1ccncc1)c1cc(-c2ccccc2Cl)nc2ccccc12	-13%	-2%
O=C(COC(=O)c1cc(=O)c2ccccc2o1)c1ccc(Cl)cc1	-3%	3%
COc1cc2c(cc1OC)C1=CC3(C(=O)Nc4c(C)cccc43)C(C#N)=C(N)N1CC2 (configuration not stated)	21%	8%
COc1ccc(Br)cc1CNC(=O)C1CCCCN1S(=O)(=O)c1ccc(F)cc1 (configuration not stated)	-6%	-13%

(listing goes on)
SMILES | AID inh | UDG counterscr
Cc1cc2nc(/C(C#N)=C/c3coc4ccccc4c3=O)[nH]c2cc1C | 10% | -2%
N#Cc1ccc(C(=O)NC(c2ccccc2)c2cccs2)cc1 (configuration not stated) | 2% | -5%
O=C(CCCN1C(=O)C(c2ccccc2)Oc2cccnc21)NCCc1ccccc1 (configuration not stated) | -4% | 1%
COc1cccc(OCCCn2c(-c3ccc(Cl)cc3)nc3ccccc3c2=O)c1 | -11% | -21%
Cc1cccc(NC(=O)CN(C)C(=O)C2CCN(c3ccc(C#N)cn3)CC2)c1C | 3% | 1%
COc1ccccc1-c1cc(=O)c2cc(NS(=O)(=O)c3ccc(F)cc3)ccc2o1 | 18% | -5%
CCCCN(CC)C(=O)c1c[nH]c2ccc(S(=O)(=O)N(C)c3ccc(Cl)cc3)cc2c1=O | 15% | 4%
CCOC(=O)Cc1csc(=S)n1-c1ccc(OC)cc1 | 0% | 13%
CCc1ccccc1NC(=O)COCc1cc(-c2ccco2)on1 | 8% | ?
COc1ccc(S(=O)(=O)[C@H]2CS(=O)(=O)C[C@@H]2N2CCN(c3ccc(F)cc3)CC2)cc1 | -3% | -5%
CC(C)CCNC(=O)C1CCN(c2nc3ccc(Cl)cc3[nH]2)CC1 | -20% | 27%
CCc1ccc(NC(=O)c2ccc(F)c(S(=O)(=O)N3CCc4ccccc4C3)c2)cc1 | ? | -19%
Cc1ccc(OC(=O)c2ccc(C)c(Br)c2)c(C)c1 | -5% | -5%
Cc1cc(C)n(CCc2nc3c4ccccc4nc(N4CCN(c5ccc(F)cc5)CC4)n3n2)n1 | 0% | -12%
CC(C)(CO)Nc1nc(-c2ccccc2)c2cc(Br)ccc2n1 | -21% | -9%
CC(Sc1ccc(C(F)(F)F)cn1)C(=O)NC(C)(C#N)C(C)C (configuration not stated) | -5% | 2%
CN1CCN(Cc2c(O)ccc3cc(-c4ccc(Cl)cc4)c(=O)oc23)CC1 | ? | -18%
O=C(CCc1c[nH]c2ccccc12)N1CCCC1CN1CCCC1 (configuration not stated) | 4% | 0%
CCS(=O)(=O)N1CCc2cc(C(=O)Nc3c(C)cc(C)cc3C)ccc21 | -2% | -4%
COc1ccccc1N1CCN(CCCCNC(=O)c2ccc3ccccc3c2)CC1 | -6% | -5%
CCOc1c(Br)cc(C2C=C(C(=O)O)Nc3ncnn32)cc1OC (configuration not stated) | 4% | 2%
O=C(Nc1ccc(C(=O)N(Cc2ccccc2)C2CC2)cc1)c1cccs1 | -12% | 6%

An excerpt (hit frequency here may not be typical).
